Bioassay records: PubChem BioAssay, several laboratories
Dengue-2 NS5 capping – Dengue-2 NS5 methyltransferase inhibitors, primary screen, biochemical, confirmation dose response (AID 588689); Genome polyprotein (Dengue virus type 2 (strain 16681-PDK53)); Dengue-2 NS5 methyltransferase capping enzyme assay, biochemical; higher % means a stronger effect; one-dose inhibition, % at 25 µM; IC50 in µM for titrated hits; actives 0.3% (n = 340,000); in the data active = a potency from the dose series; inconclusive = inhibition above about 29% without an active follow-up result
GPR35 antagonists – GPR35 antagonists blocking zaprinast-driven arrestin recruitment, primary screen, imaging, U2OS, beta-arrestin-GFP, zaprinast agonist (AID 2058); actives 0.052% (n = 290,000); one-dose inhibition, % at 10 µM; IC50 in µM for titrated hits; U2OS GPR35 beta-arrestin-GFP translocation imaging, zaprinast antagonism; higher % means a stronger effect;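 active = inhibition of at least 50% with at least 30 cells and total cytoplasm GFP at most 10,000,000; inconclusive = under 30 cells or total GFP of 10,000,000 plus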
AID2073 – inhibitors of Mint1-CaV2.2 protein interaction, biochemical, HTRF (AID 2073); Voltage-dependent N-type calcium channel subunit alpha-1B (Homo sapiens); HTRF protein-protein interaction, Mint1-CaV2.2; higher % means a stronger effect; inhibition, % at 20 µM, or IC50 in µM where a hit was titrated; actives 0.19% (n = 290,000); in the data active = inhibition mostly above about 51%, no sharp cut-off; inconclusive = no clear call, values can overlap the other calls; inactive = mostly below about 53%; also: some results filed as inactive read as strong as hits
NTR1 ag – agonists of NTR1, primary screen, imaging, U2OS cells, beta-arrestin-GFP, high content (AID 493036); Neurotensin receptor type 1 (Homo sapiens), P30989; NTR1-U2OS beta-arrestin-GFP spot imaging, agonist mode; activation, % at 20 µM; actives 0.17% (n = 330,000);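 active = activation at or above 40% of the spot to cytoplasm intensity ratio, with at least 20 cells analyzed; inconclusive = wells under 20 cells, flagged as cytotoxic or low count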;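 also: 0% = DMSO without peptide and 100% = 100 nM NTR1 peptide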
Target sequence (P30989 whole entry, looked up): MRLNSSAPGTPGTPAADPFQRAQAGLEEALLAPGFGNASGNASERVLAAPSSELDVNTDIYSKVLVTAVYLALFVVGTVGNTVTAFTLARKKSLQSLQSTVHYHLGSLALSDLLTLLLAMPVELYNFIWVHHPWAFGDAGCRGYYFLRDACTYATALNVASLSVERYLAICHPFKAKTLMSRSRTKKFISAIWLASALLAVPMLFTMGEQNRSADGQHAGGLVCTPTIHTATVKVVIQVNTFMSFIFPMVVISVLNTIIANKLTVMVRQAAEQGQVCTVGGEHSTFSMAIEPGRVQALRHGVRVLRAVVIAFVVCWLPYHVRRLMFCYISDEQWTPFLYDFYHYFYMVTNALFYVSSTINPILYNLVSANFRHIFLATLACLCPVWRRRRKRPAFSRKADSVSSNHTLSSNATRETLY
GPR55 LPI antagonism – GPR55 antagonists blocking LPI-driven arrestin recruitment, primary screen, imaging, U2OS, beta-arrestin-GFP, LPI agonist (AID 2013). actives 0.13% (n = 290,000). U2OS GPR55 beta-arrestin-GFP translocation imaging, LPI antagonism; higher % means a stronger effect. G-protein coupled receptor 55 (Homo sapiens). inhibition, % at 10 µM, or IC50 in µM where a hit was titrated;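 active = spots per cell inhibited over 60%, with over 100 cells counted and total cytoplasm intensity under 500,000; inconclusive = wells with under 100 cells, flagged as likely toxic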;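 also: U2OS cells stably carrying GPR55 and arrestin-GFP stimulated by 5 µM LPI near EC80; imaged beta-arrestin-GFP aggregate spots per cell after agonist stimulation; plate controls were LPI-stimulated DMSO wells for no effect and DMSO wells without LPI for full effect; some results filed as inactive read as strong as hits; confirmed hits need IC50 under 10 µM and bright autofluorescent wells are also inconclusive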
Rac1 GTP hydrolysis – MgcRacGAP GTPase-activating activity inhibitors, confirmation, biochemical, ADP Hunter fluorescence; AID 624330, 2012; actives 0.6% (n = 340,000); inhibition, % at 30 µM; hits with a dose series show IC50 in µM; MgcRacGAP-stimulated Rac1 GTP hydrolysis, ADP Hunter fluorescence; higher % means a stronger effect; GST-tagged Rac1 F28L mutant substrate;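 active = first-screen hits whose inhibition reached a set limit at any dose in the follow-up dose series; inconclusive = inhibition above the set first-screen limit but never retested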;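 also: fluorescence reports GDP produced by GAP-driven GTP hydrolysis; strong numbers were not always called active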
Large T inhibition – SV40 large T antigen inhibitors, biochemical (AID 1903). actives 0.39% (n = 310,000). one-dose inhibition, % at 20 µM; IC50 in µM for titrated hits. SV40 large T antigen ATPase/helicase inhibition assay; higher % means a stronger effect; in the data active = a potency from the dose series; inconclusive = inhibition mostly from about 32% at the one dose, without a potency; inactive = the rest, 99 in 100 with inhibition below about 32%; also: strong numbers were not always called active
Yfh1-off respiration – enhancers of respiration in Yfh1-depleted yeast, dose response, Friedreich's ataxia, plus single-dose screen (AID 1465) | S. cerevisiae Yfh1-off respiration, WST-1 reduction, 72 h; higher fold induction means a stronger effect | one-dose fold induction at 50 µM; EC50 in µM for titrated hits | actives 0.074% (n = 220,000);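 active = fold induction of absorbance versus untreated yeast above a set limit, then at least 30% activation at any dose in follow-up; inconclusive = repeats straddling the limit, or above it without dose testing; inactive = fold induction below the set limit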;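 also: activators that raise dye reduction in frataxin-depleted yeast; strong numbers were not always called active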
GPR55 activation – GPR55 agonists via beta-arrestin recruitment, primary screen, imaging, U2OS cells, beta-arrestin-GFP redistribution (AID 1961); actives 0.048% (n = 290,000); G-protein coupled receptor 55 (Homo sapiens); U2OS GPR55 beta-arrestin-GFP redistribution imaging; higher % means a stronger effect; activation, % at 10 µM; hits with a dose series show EC50 in µM;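 active = activation above 40% with more than 50 cells counted in the well; inconclusive = wells holding fewer than 50 cells, flagged as toxic or sparse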;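 also: U2OS osteosarcoma cells stably expressing GPR55 and beta-arrestin-GFP; plate controls were DMSO negative control for no effect and LPI positive control for full effect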
NTR1 ag cell count 20 µM – recorded beside NTR1 ag, whose call it bears; cell count; measured here: cell count, cytotoxicity flag
Dengue-2 NS5 capping pilot replicate – further read-out of Dengue-2 NS5 capping, marked with its call; inhibition, %; measured here: pilot screen replicate inhibition
* hit, by the source's call; i = inactive; ? = inconclusive; . = not tested or not shown; & = joins results of further samples.

SMILES	Dengue-2 NS5 capping	GPR35 antagonists	AID2073	NTR1 ag	NTR1 ag cell count 20 µM	GPR55 LPI antagonism	Rac1 GTP hydrolysis	Large T inhibition	Yfh1-off respiration	GPR55 activation	others
COc1ccccc1NC(=O)CN(C)S(=O)(=O)c1ccc2c(c1)CCC(=O)N2	-3%	-3%	4%	2.3	64	2%	10%	4%	i	-0.1%
CN=C1S/C(=C\c2cn(CC(=O)OC)c3ccccc23)C(=O)N1C	-17%	-1%	-5%	0.0	77	11%	12%	7%	i	0.1%
COC(=O)c1ccc(CSc2nnc(-c3c[nH]c4ccccc34)n2C)o1	-2%	-16%	-7%	-1.9	50	18%	4%	3%	i	-0.2%
COc1cccc(NC(=O)Nc2cnccn2)c1	4%	-4%	2%	0.3	73	15%	13%	10%	i	-0.3%
O=C(Nc1ccc2c(c1)OCO2)c1ccc[n+]([O-])c1	-1%	-3%	-4%	0.4	87	9%	9%	14%	i	0.0%	Dengue-2 NS5 capping pilot replicate=1.5
COc1cccc(NC(=O)c2ccc(N3C(=O)C4CCC(C)CC4C3=O)cc2)c1 (stereo not drawn)	-5%	-9%	5%	2.3	56	-7%	3%	11%	.	0.2%
O=C(CCc1ccccc1)NCCc1cccs1	-2%	-10%	4%	-0.7	54	-1%	2%	3%	i	0.0%
COc1ccc(OCC(=O)NNC(=O)C(=O)Nc2cc(OC)ccc2OC)cc1	-1%	12%	?	0.1	62	1%	4%	-4%	.	-0.2%
COCC(C)NC(=S)Nc1ccccc1[N+](=O)[O-] (stereo not drawn)	-5%	-3%	-9%	-0.5	52	7%	3%	-5%	i	0.0%
CCOc1nc(SCCOc2ccc(C)cc2)nc(N(C)C)n1	-7%	11%	-2%	5.2	52	10%	5%	1%	i	-0.1%
COc1ccc(CNS(=O)(=O)CCNC(=O)c2cccc(OC)c2)cc1	3%	.	.	0.5	57	.	8%	2%	.	.
Cc1ccc(C)c(C(=O)COc2ccc(C)nc2[N+](=O)[O-])c1	4%	12%	-14%	4.4	60	2%	17%	33%	i	-0.1%
c1ccc(-c2nc(N3CCNCC3)nc3ccccc23)cc1	0%	6%	14%	-1.8	68	17%	2%	6%	i	0.2%
Cc1cccc(OCc2nnc(SCC(=O)N3CCCC3)o2)c1	-2%	12%	2%	0.5	47	-14%	5%	-1%	.	-0.1%
CCCNC(=O)C1CCN(S(=O)(=O)c2ccc(-c3nn[nH]n3)cc2)CC1	-3%	4%	3%	0.3	52	-7%	6%	-1%	i	-0.1%
Nc1nc(SCc2ccccc2Cl)[nH]c(=O)c1-c1ccccc1	-1%	-6%	1%	-2.8	49	-8%	4%	22%	i	-0.4%
COc1ccccc1CNC(=O)CN1C(=O)COc2ccc(S(=O)(=O)N3CCCCC3)cc21	-3%	18%	6%	-0.3	66	7%	11%	1%	.	0.2%
COc1ccc(C(=O)Nc2cccc(C(C)=O)c2)cc1S(=O)(=O)N1CCOCC1	2%	-10%	-4%	-0.2	40	8%	-6%	12%	i	-0.2%
COc1ccc(-c2nc3ccncc3[nH]2)cc1OC	-2%	9%	12%	-0.2	83	1%	-3%	1%	i	0.4%
CN(C)CCN1CC(O)=C(c2nc3ccccc3s2)C1=N	1%	-1%	5%	-0.4	55	7%	24%	9%	i	-0.1%
O=C(Oc1ccc(-n2cnnn2)cc1)c1ccco1	-2%	5%	-10%	-1.3	87	7%	2%	4%	i	0.2%
COc1cccc(-c2noc(C(C)n3nc(C)c([N+](=O)[O-])c3C)n2)c1 (stereo not drawn)	-4%	2%	-5%	-1.0	54	16%	7%	3%	i	-0.2%
CN(C)S(=O)(=O)N1CCc2ccccc21	1%	10%	4%	-1.4	56	-3%	11%	-5%	i	-0.4%
Cc1cccc(NCc2n[nH]c(=S)n2-c2ccccc2)c1	22%	10%	-9%	-0.4	72	2%	1%	25%	i	0.1%
Cc1ccc(S(=O)(=O)N(C)C)cc1NC(=O)C(C)Sc1ccccc1 (stereo not drawn)	-3%	8%	-7%	0.9	62	4%	8%	8%	i	-0.5%
Cc1ccc(SC(CC(=O)c2ccc(C)cc2)C(=O)O)cc1 (stereo not drawn)	17%	10%	6%	-0.8	41	-3%	14%	19%	i	-0.1%
O=S(=O)(Nc1ccc(N2CCOCC2)cc1)c1ccc(F)cc1	1%	5%	-13%	-1.3	62	11%	7%	1%	i	0.2%
COc1ccccc1-c1nnc(NC(=O)C(C)SC2=NCCS2)s1 (stereo not drawn)	1%	3%	-2%	14	61	10%	0%	4%	i	-0.1%
O=C(CSc1nnnn1-c1ccc2c(c1)OCCO2)N1CCN(C(=O)c2ccco2)CC1	-2%	14%	-1%	1.5	37	1%	5%	.	i	-0.1%
CNc1nc(N)c(C(=O)C23CC4CC(CC(C4)C2)C3)s1	.	0%	-1%	3.2	53	4%	.	5%	i	-0.1%
COc1ccc(OCC(=O)Nc2c(C(=O)N(CCN(C)C)Cc3ccco3)oc3ccccc23)cc1	-4%	-18%	-10%	5.9	44	10%	9%	5%	.	-0.2%
COc1cccc(N2CCN(C3CC(=O)N(c4cccc(Cl)c4)C3=O)CC2)c1 (stereo not drawn)	-12%	-3%	0%	-0.8	74	1%	3%	17%	i	-0.1%
COc1cccc(Nc2nc(NCC3CCCO3)c3ccccc3n2)c1 (stereo not drawn)	1%	-20%	10%	18	72	25%	6%	15%	i	-0.1%
O=C(CSc1nnc(SCc2ccccc2Cl)s1)N/N=C/c1ccc(C(=O)O)cc1	-1%	0%	1%	0.7	63	-6%	2%	4%	i	0.0%
O=C(Nc1cccnc1)c1ccc(-c2cc(Cl)ccc2Cl)o1	-1%	10%	30%	6.6	47	-2%	6%	-4%	i	-0.1%
OC(COC(c1ccc(Cl)cc1)c1ccc(Cl)cc1)CN1CCc2ccccc2C1 (stereo not drawn)	-4%	0%	10%	8.3	90	39%	14%	11%	i	-0.2%
Cc1ccc(C(=O)NCCCNC(=O)c2ccc(Cl)cc2)cn1	-11%	13%	18%	1.3	62	-8%	3%	19%	.	-0.1%
Cc1ccc(/C=N/NC(=O)c2cccnc2)o1	-8%	-1%	10%	-1.9	24	-4%	-2%	4%	i	0.2%
C=CCN(C(=O)c1csnn1)C(C(=O)NC1CCCC1)c1c(F)cccc1Cl (stereo not drawn)	-1%	3%	1%	0.8	49	-5%	2%	3%	.	0.3%
COc1ccc(-n2ncc(C(=O)NC3CC3)c2C2CCN(C(=O)OC(C)(C)C)CC2)cc1	-4%	0%	5%	0.8	67	12%	5%	5%	.	0.5%
COc1ccc(C(=O)NCC(=O)Nc2cccc(S(=O)(=O)NCc3ccco3)c2)cc1OC	.	12%	1%	0.7	48	10%	.	6%	i	0.1%
Cc1cccc(NC(=S)N/C(=N/S(=O)(=O)c2ccccc2)c2ccccc2)c1	-5%&-4%	-6%	-4%	-0.7	78	0%	4%&0%	2%	i	-0.1%
COc1cccc(C(=O)CSc2nnc(-c3cccs3)o2)c1	-4%	-25%	-3%	0.8	58	-9%	11%	6%	i	0.2%
CCN(CCCNC(=O)C1CCN(S(=O)(=O)c2cnc[nH]2)CC1)c1ccccc1	-4%	-7%	-8%	-0.8	104	-1%	9%	13%	i	0.2%
COc1cc(/C=C/C(=O)O)cc(OC)c1	-4%	4%	22%	0.9	92	1%	-1%	11%	.	-0.1%
CCCCc1nc(SCC(=O)N2CCCCC2)c2c(=O)n(C)c(=O)n(C)c2n1	-6%	.	.	4.9	74	.	5%	10%	.	.
Cn1c(=O)c2c(nc(Sc3ccccc3N)n2C)n(C)c1=O	-4%	3%	-21%	0.3	52	4%	0%	10%	i	0.8%
O=C(O)C1CCCN1c1nc(C(F)(F)F)nc2ccccc12 (stereo not drawn)	-9%	6%	-6%	0.5	42	-3%	2%	4%	i	-0.2%
Cc1ccn2c(Nc3ccc4c(c3)OCO4)c(-c3ccc(O)cc3)nc2c1	7%	-9%	-12%	1.8	60	7%	40µM*	29%	i	-0.1%
Cc1ccc(NC(=O)c2ccc(Cn3cc([N+](=O)[O-])cn3)cc2)c(C)c1	-6%	0%	-7%	-0.8	45	0%	5%	11%	i	0.2%
COc1ccc(C(=O)C[n+]2cn(C(F)F)c3ccccc32)c(F)c1	-37%	-13%	-8%	18	48	3%	-1%	32%	i	1.1%
NS(=O)(=O)c1ccc(NC(=S)N2CCN(c3ccc(Cl)c(Cl)c3)CC2)cc1	5%	.	34%	11	55	6%	-7%	13%	i	-0.3%
CCOc1ccc(NC(=O)CCN2CCN(c3ccccc3F)CC2)cc1	-6%	-11%	4%	-0.4	64	10%	-1%	16%	i	-0.1%
OC1(c2ccc3c(c2)OCO3)CCN(Cc2ccccn2)CC1	2%	-8%	-3%	-0.1	38	-1%	5%	-2%	i	-0.2%
COc1ccc(C(=O)NC(=S)Nc2ccc3oc(=O)ccc3c2)cc1[N+](=O)[O-]	-1%	7%	10%	0.0	43	-14%	4%	4%	.	0.0%
COc1ccc(C(=O)NCCCOC(=O)c2ccc(OC)cc2)cc1	-3%	-3%	10%	1.4	69	9%	7%	7%	.	0.3%
C=CCNS(=O)(=O)CC12CCC(CC1=O)C2(C)C (stereo not drawn)	-4%	-4%	-4%	1.2	48	-6%	5%	12%	i	0.3%
Cc1cc(C)c2nc(/N=C(\N)NC(=O)c3ccccc3)nc(C)c2c1	-4%	7%	18%	1.8	66	-2%	6%	1%	i	-0.1%
